INS-1E GSIS act: GLuc luminescence reporter in INS-1E cells, primary screen for activators of glucose-dependent secretion of insulin. INS-1E GLuc reporter insulin secretion, 2-3 h. activation, % at 16.6 µM. actives 0.61% (n = 370,000);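 active means lowest replicate activation of at least 40%, so every replicate reaches that level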;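 further: 0% = median of neutral control wells and 100% = median of IBMX positive control wells; some compounds called inactive have numbers as strong as hits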
C2C12 statin: suppressors of statin myotoxicity in C2C12 myotubes, primary screen, cell-based, single point, plate reader; C2C12 myotubes + simvastatin, ATP luminescence, 48 h; scaled: DMSO 0, geranylgeraniol control 100; rescue of ATP level, % at 7.49 µM; AID 602340, 2012; actives 0.78% (n = 330,000);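 active means mean ATP rescue above about 67%, or every replicate alone reaching that limit, limit read from the data, passing the limit was not always enough; inconclusive means no clear call, values can overlap the other calls; inactive means mean under the limit and some replicate under it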;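 further: myotubes were challenged with 10 µM simvastatin during compound exposure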
ARNT TACC3 PPI: disruptors of ARNT/TACC3 protein interaction, primary screen, biochemical, AlphaScreen, single concentration; AlphaScreen His-ARNT PAS-B/GST-TACC3 binding, luminescence; TACC3 fragment carries E629A point mutation; inhibition, % at 9.99 µM; actives 0.66% (n = 390,000); AID 623870, 2012;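 active means mean inhibition of replicates at least 50% and at least half of replicates each reaching 50%; inconclusive means half or more replicates reach 50% but mean below 50%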;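 further: 0% = complete ARNT plus TACC3 wells and 100% = ARNT alone without TACC3; many hits fall short of the cut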
PglD inh: C. jejuni PglD acetyltransferase inhibitors, primary screen, biochemical, DTNB colorimetric, single point | UDP-N-acetylbacillosamine N-acetyltransferase PglD (Campylobacter jejuni) | purified PglD enzyme, DTNB colorimetric CoA detection | inhibition, % at 12.5 µM | actives 0.098% (n = 360,000) | AID 602405, 2012; in the data active means inhibition above about 16%, passing the limit was not always enough; inconclusive means no clear call, values can overlap the other calls; further: strong numbers were not always called active
PGC1a acetyl inh: inhibitors of PGC1a acetylation signal, primary screen, cell-based, U2OS, AlphaScreen, inhibitor mode; AlphaScreen anti-acetyl-lysine; with virally co-expressed GCN5 acetyltransferase; inhibition, % at 15.6 µM; actives 0.17% (n = 350,000); AID 651687, 2012;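 active means every replicate shows inhibition of at least 40%; inconclusive means mean inhibition at least 40% but some replicate below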;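 further: 0% = neutral control wells and 100% = positive control wells; some results beyond the cut were filed as inactive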
Cneo AK release: Cryptococcus neoformans cell lysis inducers, primary screen, AK release luminescence, single concentration | C. neoformans lysis, adenylate kinase release luminescence, 4 h; normalised: neutral wells 0, clomiphene wells 100 | actives 0.2% (n = 360,000) | lysis activity, % at 15 µM;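 active means mean lysis activity across replicates of at least 80%, whatever share of replicates individually reach that level; inactive means mean lysis activity below 80%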
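Material – log-phase Cryptococcus neoformans yeast cells · Input – 5 × 10^6 yeast cells/mL · Medium – fresh YPD growth medium · Doses – single compound concentration per well · Timing – static 4 h at 37 °C with compound, 1 h detection · Detection – adenylate kinase release luminescence · Read-out – signal increase indicating cell lysis · Control set – Clomiphene as positive lysis control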
PAX8 reporter: inhibitors of PAX8-driven TPO luciferase reporter, primary screen, RMG-I cells, single concentration; inhibition, % at 12.6 µM; SteadyGlo, 24 h; actives 1.2% (n = 360,000);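 active means mean replicate inhibition at least 60% with every replicate also reaching 60%; inconclusive means only one of the two criteria is met; inactive means mean below 60% and not all replicates reaching 60%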;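 further: luciferase light reporting Pax8 driven TPO promoter activity; plate controls were median of neutral control wells for no effect and mitoxantrone controls for full effect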
LGR2 inh: inhibitors of bursicon-induced LGR2 CRE-luciferase signal, primary screen, cell-based, HEK293, CRE-luciferase reporter, bursicon stimulation | inhibition, % at 9.99 µM | bursicon-stimulated, 4 h | actives 0.35% (n = 380,000);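 active means drop in luminescence signal, shown as inhibition above about 50% in the replicate tests, limit read from the data, passing the limit was not always enough; inconclusive means probably only some replicates passing the limit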;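 further: agonist challenge used bursicon conditioned medium at about half maximal strength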
Starred values were filed as active, the others as inactive; ? = inconclusive; . = no result given. Rows are unselected, and some 2.9% of all compounds hit somewhere here.

Results follow in this order: INS-1E GSIS act, C2C12 statin, ARNT TACC3 PPI, PglD inh, PGC1a acetyl inh, Cneo AK release, PAX8 reporter, LGR2 inh
- C[C@H](CO)N1C[C@H](C)[C@@H](CN(C)Cc2ccc(C(=O)O)cc2)OCCCC[C@H](C)Oc2ccc(NC(=O)Nc3cccc4ccccc34)cc2C1=O
  -5, ., -4, 0, -6, -3, -5, -8
- C[C@H]1CCCCO[C@H](CN(C)Cc2ccccc2)[C@@H](C)CN([C@@H](C)CO)C(=O)c2cc(NS(=O)(=O)c3ccccc3)ccc2O1
  -11, ., 6, -2, 10, 2, 1, 9
- COc1ccc(C=O)c(OC)c1
  -9, 10, -14, -13, -1, -1, -15, 28
- O=S(=O)(Nc1ccccc1N1CCCCC1)c1cccs1
  20, ., -10, -5, -7, -6, -8, 1
- COc1cccc(S(=O)(=O)N2CCCCN3[C@H](CO)[C@H](c4ccc(C5=CCCCC5)cc4)[C@@H]3C2)c1
  -4, 14, 17, 1, -1, 0, 42, 26
- CCC(=O)N(C)C[C@@H]1Oc2cc(C#Cc3ccncc3)ccc2S(=O)(=O)N([C@H](C)CO)C[C@H]1C
  5, 26, 0, 3, 3, 0, ., 14
- C=CCn1c(Cc2ccc(OC(C)C)c(Cl)c2)nnc1SCC(N)=O
  ., -2, -2, -5, 11, -1, ., .
- CC(C)NC(=O)N(C)C[C@H]1OCCCC[C@H](C)Oc2ccc(NC(=O)Nc3ccc(C(F)(F)F)cc3)cc2C(=O)N([C@H](C)CO)C[C@@H]1C
  9, ., -6, 0, -11, -2, 94*, 24
- Cc1nc(SCc2nc3ccccc3[nH]2)c2oc3ccccc3c2n1
  ., ., -9, 5, 11, -1, ., .
- CCOC(=O)c1cn2nc(SCc3ccccc3)nc2nc1C
  -6, -12, -36, 3, -7, 1, 17, -31
- C[C@H]1CN([C@@H](C)CO)C(=O)c2cc(-c3cccc(C(=O)N(C)C)c3)cnc2O[C@@H]1CN(C)S(=O)(=O)c1ccccc1
  -1, 8, -5, 0, -1, 3, 8, -7
- CO[C@H]1CN(C)C(=O)c2ccc(NC(=O)c3cc(C)on3)cc2OC[C@@H](C)N(C(C)=O)C[C@@H]1C
  -4, 1, -6, -6, -6, 1, ., -2
- Cc1nc(CCNS(=O)(=O)c2cccnc2)cs1
  1, ., -2, 0, -8, 0, 6, -3
- Nn1c(SCC(=O)Nc2ccc3c(c2)OCCO3)nnc1C(F)(F)F
  3, ., -5, -4, 0, 1, ., -3
- CC(C)CCn1nnnc1C(c1ccc(N(C)C)cc1)N1CCN(C(=O)c2ccco2)CC1 (stereo not drawn)
  ., ., 7, 0, -2, 1, 10, .

(more compounds)
Results follow in this order: INS-1E GSIS act, C2C12 statin, ARNT TACC3 PPI, PglD inh, PGC1a acetyl inh, Cneo AK release, PAX8 reporter, LGR2 inh
- COC(=O)/C=c1\[nH]c2nnc(C)n2c1=O
  0, ., 0, ., ., ., 4, 12
- CCOC(=O)Cc1sc(N)nc1C
  2, ., -3, 4, 4, -2, 34, -2
- CC(=O)c1ccc(S(=O)(=O)NC2CC(=O)N(c3ccc(C)cc3)C2)cc1 (stereo not drawn)
  -2, ., 0, -7, ., 6, -7, 8
- CS(=O)(=O)Nc1ccc2c(c1)[C@H]1C[C@@H](CC(=O)N3CCc4ccccc4C3)O[C@@H](CO)[C@H]1O2
  -3, 2, -4, 2, -6, -1, 2, -10
- O=C(CN(CC1CCCO1)C(=O)CNS(=O)(=O)c1ccc(F)cc1)NCc1ccco1 (stereo not drawn)
  16, ., -9, ., ., ., 19, 2
- CC(C)CC#Cc1cnc2c(c1)C(=O)N([C@@H](C)CO)C[C@H](C)[C@@H](CN(C)C(=O)Nc1cc(F)ccc1F)O2
  -19, 17, -3, 4, 4, -2, -19, -15
- C=C(C)CNC(=S)Nc1cccc(N)n1
  3, ., 2, ., 3, ., 18, 17
- O=C(NC1CCCCC1)N1CC(=O)N2[C@H](CO)[C@H](c3ccc(-c4cccc(F)c4)cc3)[C@H]2C1
  -22, ., ., ., 1, ., 13, 9
- CCCc1cc(C(=O)Nc2ccc(OC)cc2[N+](=O)[O-])cs1
  -1, -4, -2, 5, ., -4, -54, -44
- CCCCc1ccc(Nc2ncccc2C#N)cc1
  ., 7, -16, -2, -2, -2, ., .
- CCC(C)N(C(=O)c1csnn1)C(C(=O)NCc1ccc(F)cc1)c1ccccc1F (stereo not drawn)
  -3, 1, ., 2, ., 2, -9, 13
- CCOC(=O)c1c(C)[nH]c(C(=O)Cn2c(=O)oc3ccccc32)c1C
  5, ., -2, 9, 33, 2, ., -19
- C[C@@H]1CN([C@@H](C)CO)C(=O)c2cc(NC(=O)Nc3ccc(C(F)(F)F)cc3)ccc2O[C@@H](C)CCCCO[C@@H]1CN(C)S(=O)(=O)c1cn(C)cn1
  7, 11, 5, 0, 11, 0, -9, -10
- Cc1nc(NCCc2ccccc2)c2nnn(Cc3ccccc3Cl)c2n1
  -6, -15, -3, -6, ?, -1, -13, 4
- O=C(CC[C@H]1O[C@@H](n2cnc3c(NC(=O)c4ccccc4)ncnc32)[C@H](O)[C@@H]1O)NCc1ccccn1
  0, 1, ., -3, -7, -1, 9, 2

Next compounds.
Results follow in this order: INS-1E GSIS act, C2C12 statin, ARNT TACC3 PPI, PglD inh, PGC1a acetyl inh, Cneo AK release, PAX8 reporter, LGR2 inh
- COc1ccccc1CNCc1cccs1
  ., 7, -6, 0, 3, -1, ., .
- Cc1cccc(C)c1NC(=O)COC(=O)C1CC(=O)N(Cc2ccccc2)C1 (stereo not drawn)
  -8, -7, 2, 5, ., -1, 11, -4
- CCc1cc(-c2nnn(CCC3COCCO3)c2CC)cc(CC)c1-c1cn(CCc2c[nH]c3ccccc23)nn1 (stereo not drawn)
  9, -8, ., ., 8, ., 15, 15
- COc1cccc(NC(=O)N2CCCC2C(=O)NCc2ccc(Cl)cc2)c1 (stereo not drawn)
  2, 3, 2, 4, 1, 2, 7, 8
- COc1ccc(Cl)cc1NC(=O)CN(C)C(=O)c1cccc2cccnc12
  5, 1, ., -1, ., 5, 8, -15
- Cc1ccc2nc(C)/c(=N\O)c(C)nc2c1
  ., -5, -1, -1, 1, 3, ., .
- Cc1cc(-c2nc(C)c(-c3nnc(SCC(=O)Nc4cc(Cl)cc(Cl)c4)n3C)s2)no1
  3, ., -11, ., ., ., 5, 1
- CN1C(=O)c2cc(NC(=O)C3CCCCC3)ccc2OC[C@@H]2O[C@@H](CC(=O)NC3CCCC3)CC[C@@H]21
  -15, -12, ., ., 3, ., 5, 13
- COc1ccc(C2/C(=C(/O)c3ccccc3)C(=O)C(=O)N2CCN2CCOCC2)c(OC)c1 (stereo not drawn)
  ., 4, -2, -1, -4, -1, ., .
- O=C1CC(N2CCOCC2)C(=O)N1Cc1ccc(N2CCCC2=O)cc1 (stereo not drawn)
  ., 3, 0, -2, -2, -2, ., .
- CCC(=O)Nc1ccc(C(=O)Nc2cccc(C)n2)cc1
  14, -5, 0, ., 0, ., -127, -33
- CCc1[nH]nc2c1C(c1cccnc1)C(C#N)=C(N)O2 (stereo not drawn)
  ., ., -3, 1, 12, -1, ., .
- O=S(=O)(Nc1ccc(Cc2ccncc2)cc1)c1ccc(Br)cc1
  -30, ., -13, ., -8, ., ., 0
- O=C(C[C@H]1C[C@@H]2c3cc(NS(=O)(=O)c4ccc(F)cc4)ccc3O[C@@H]2[C@@H](CO)O1)NCc1cccc(F)c1
  -13, 13, 5, 2, -2, 1, 18, 8
- O=C(CSc1ncn(-c2ccccc2)n1)Nc1ccc2c(c1)OCO2
  ., 4, -6, -7, 10, 0, 16, .

More results follow:
Results follow in this order: INS-1E GSIS act, C2C12 statin, ARNT TACC3 PPI, PglD inh, PGC1a acetyl inh, Cneo AK release, PAX8 reporter, LGR2 inh
- CCCC(=O)Nc1ccc2c(c1)OC[C@@H](C)N(Cc1nccs1)C[C@H](C)[C@@H](OC)CN(C)C2=O
  -6, 10, -3, 2, -9, 0, 11, 21
- COc1ccc(NC(=O)CS(=O)CC(=O)Nc2cccc3cccnc23)cc1 (stereo not drawn)
  12, 25, -5, 3, ., 0, 25, 7
- Cc1nn(Cc2cccc(C(=O)N3N=C(C(F)F)CC3(O)C(F)F)c2)c(C)c1[N+](=O)[O-] (stereo not drawn)
  -32, 20, 2, 5, 2, 2, ., 10
- CCOc1cc(CO)cc(Br)c1OCC(=O)Nc1ccccc1C
  2, 6, 3, 7, ., 1, 8, 6
- Cc1ccc(NC(=O)NC2CCN(S(=O)(=O)c3ccc(F)cc3)CC2)cc1
  -13, 4, -4, -5, -1, -4, ., -5
- CCOC(=O)c1sc(NC(=S)NC(=O)c2cccc(Cl)c2)c(C(=O)OCC)c1C
  ., -6, ., 4, -23, -1, ., .
- C[C@@H]1CN([C@H](C)CO)C(=O)Cc2cc(NS(C)(=O)=O)ccc2O[C@H]1CN(C)C(=O)NC1CCCCC1
  5, -2, -13, 1, 4, 4, -7, 7
- CC(=O)N/C(=C\c1ccccc1)C(=O)OCCCOC(=O)/C(=C/c1ccccc1)NC(C)=O
  8, 8, -2, 5, 6, 3, 26, 8
- COC(=O)CCC(=O)NC(=S)Nc1sc(C)c(C)c1C(N)=O
  -36, ., -5, ., ., ., 51, -18
- CCC(C)NCCCOc1ccc(Cl)cc1C(C)(C)C (stereo not drawn)
  -10, ., 31, 2, 8, 1, 14, 16
- NNc1nc2sc3c(c2c(=O)n1C1CCCCC1)CCN(Cc1ccccc1)C3
  6, ., 0, -8, -4, -5, -19, 2
- COc1c(F)cc2[nH]c3c(c2c1F)CCNC3=O
  32, 12, -3, 2, ., 1, -30, -2
- CSc1nsc(SCC(=O)Nc2ccc(OC(C)=O)cc2)n1
  -1, ., -2, 0, 3, 0, -91, -27
- COc1ccc(OCCSc2nnc(-c3cccnc3)n2N)cc1
  -4, ., -2, -4, -4, -7, -14, -6
- Cc1ccc(C(c2sc3nc(C)nn3c2O)N2CCN(CCO)CC2)cc1 (stereo not drawn)
  ., -1, 1, 2, ., -3, -9, 30

(further entries)
Results follow in this order: INS-1E GSIS act, C2C12 statin, ARNT TACC3 PPI, PglD inh, PGC1a acetyl inh, Cneo AK release, PAX8 reporter, LGR2 inh
- CCCCOP(=O)(OCCCC)C(O)c1ccc(F)cc1 (stereo not drawn)
  8, ., -6, ., ., ., -9, -1
- O=C(Nc1ccccc1N1CCCC1)c1ccc(Cl)cc1Cl
  7, ., -7, ., -4, ., 25, 17
- O=C(O)CCNC(=S)Nc1cccc(F)c1
  22, ., -4, ., ., ., 0, -5
- COc1ccc(-c2csc(Cc3nnc(N4CCOCC4)n3-c3ccccc3)n2)cc1
  ., -5, 1, 4, 28, -2, ., .

High-throughput results (PubChem)
